# Cdc25B block: human M-phase inducer phosphatase 2 inhibition; recombinant Cdc25B, OMFP fluorescence Ex485/Em525; inhibition, %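 (compounds tested at 10 µM final in the well)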; AID 368; 65,000 compounds, 0.1% hits; in the data active = inhibition above about 50%
# Target sequence (P30305 whole entry, looked up): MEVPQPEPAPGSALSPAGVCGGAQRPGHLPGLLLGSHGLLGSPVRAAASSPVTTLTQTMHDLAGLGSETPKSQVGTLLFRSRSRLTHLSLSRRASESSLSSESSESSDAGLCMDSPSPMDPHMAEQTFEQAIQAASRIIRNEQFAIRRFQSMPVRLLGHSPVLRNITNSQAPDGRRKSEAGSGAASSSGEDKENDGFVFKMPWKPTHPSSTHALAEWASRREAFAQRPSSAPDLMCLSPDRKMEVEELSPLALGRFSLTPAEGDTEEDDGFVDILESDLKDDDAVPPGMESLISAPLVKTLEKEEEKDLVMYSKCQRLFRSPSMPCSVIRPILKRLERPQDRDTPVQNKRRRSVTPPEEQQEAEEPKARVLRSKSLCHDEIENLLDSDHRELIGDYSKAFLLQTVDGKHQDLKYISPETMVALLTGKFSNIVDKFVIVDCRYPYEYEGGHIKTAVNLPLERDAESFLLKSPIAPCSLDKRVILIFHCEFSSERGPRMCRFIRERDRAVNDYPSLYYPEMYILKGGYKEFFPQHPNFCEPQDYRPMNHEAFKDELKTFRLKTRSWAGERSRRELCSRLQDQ
# CatB block: blocks human cathepsin B protease activity; purified cathepsin B, fluorogenic substrate, fluorescence; inhibition, %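 (tested at 10 µM)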; 63,000 compounds, 0.1% hits; in the data active = inhibition above about 21%;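 note: 0% = enzyme with no compound and 100% = no enzyme blank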
# CatB mix inh: human cathepsin B inhibition by mixtures; inhibition, %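 (ten-compound pools at 5 µM per compound and 50 µM total)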; AID 488; 62,000 compounds, 0.06% hits; Purified cathepsin B, AMC dipeptide fluorescence, compound mixtures; in the data active = inhibition above about 22%, passing the limit was not always enough;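 note: 0% = enzyme without compound and 100% = no enzyme blank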
# Hsp90 inh: displaces geldanamycin probe from tumor Hsp90 | P07900 | NCI-N417 lysate Hsp90, Cy3B-geldanamycin FP displacement | inhibition, % at 30 µM | 64,000 compounds, 0.35% hits | AID 429;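 active = inhibition above 50%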;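 note: 0% = tracer plus lysate wells and 100% = tracer alone without lysate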
# DUSP1 inh: blocks human MKP-1 phosphatase activity | recombinant MKP-1, OMFP hydrolysis fluorescence | inhibition, %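 (compounds tested at a single concentration somewhere between 10 and 100 µM)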 | 65,000 compounds, 0.15% hits | AID 374;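 active = inhibition above about 50%, limit read from the data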;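 note: 0% = DMSO max control wells and 100% = wells with enzyme stopped by NaOH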
# Ec RNAP inh: Escherichia coli RNA polymerase inhibition. E. coli RNA polymerase, fluorescence transcription assay. 62,000 compounds, 0.2% hits. P0A8V2. AID 559. inhibition, %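 (tested at 10 µM)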; in the data active = inhibition above about 20%;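 note: 0% = enzyme without compound and 100% = no enzyme blank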
# AP ELISA ortho: orthogonal test for alternative complement pathway inhibitors | inhibition, % at 5 µM | 62,000 compounds, 0.08% hits | Human serum alternative complement pathway, LPS-coated ELISA, C3 deposition; tested in compound mixtures;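 active = inhibition above 30% in each of the two pooled mixtures holding the compound, so the lower value exceeds 30%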;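 note: 0% = serum in Mg-EGTA without compound and 100% = EDTA serum blank; some compounds past the cut are filed as inactive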
#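 Test system – human serum alternative complement pathway, C3 deposition on LPS-coated wells · Buffer or medium – diluted human serum in Mg2+-EGTA GVB++ · Compound dosing – 5 µM each compound, pools of ten, 50 µM per pool · Schedule – 1 h serum-compound exposure at 37 °C · Measured by – Anti-C3 ELISA, OD 450 nm · Read-out basis – percent inhibition of C3 deposition onto LPS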
# D1 mod: D1 dopamine receptor (human) allosteric modulation; B-score at 10 µM; AID 641; 58,000 compounds, 5.9% hits; P21728; HEK293 D1, CRE-luciferase, dopamine EC30 potentiation; actives deviate in either direction;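 active = luminescence count or its row- and column-corrected plate score outside the 99.7% band of the plate's sample wells, on either side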
# Target sequence (P21728 whole entry, looked up): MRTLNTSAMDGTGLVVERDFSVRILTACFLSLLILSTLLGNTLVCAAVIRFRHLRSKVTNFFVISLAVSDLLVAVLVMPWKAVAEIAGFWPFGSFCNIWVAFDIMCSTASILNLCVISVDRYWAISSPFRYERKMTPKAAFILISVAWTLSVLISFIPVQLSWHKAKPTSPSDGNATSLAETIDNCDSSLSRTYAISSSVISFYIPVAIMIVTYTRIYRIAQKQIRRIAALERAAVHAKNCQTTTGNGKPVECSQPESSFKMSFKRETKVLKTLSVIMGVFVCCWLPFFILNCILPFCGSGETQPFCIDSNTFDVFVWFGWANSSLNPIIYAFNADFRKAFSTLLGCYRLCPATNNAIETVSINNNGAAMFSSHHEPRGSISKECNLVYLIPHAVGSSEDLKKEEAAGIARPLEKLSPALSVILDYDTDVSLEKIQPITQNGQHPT
# tolC growth inh: E. coli tolC mutant growth inhibition. E. coli BW25113 tolC mutant growth, OD615. growth inhibition, % at 10 µM (by protocol). 65,000 compounds, 2.2% hits;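 active = growth inhibition at or above a cutoff equal to the mean over every tested compound plus 3 SD, cut at about 60% in these data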;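 note: growth measured after 20 h incubation at 37 °C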
#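 Doses: one dose of 10 µM final / Material: E. coli BW25113 ΔtolC::kan, tolC deletion mutant strain / Buffer or medium: LB with kanamycin 50 µg/mL / Evaluation: percent growth inhibition / Detection: optical density read at 615 nm / Incubation: 37 °C, 20 h exposure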
# * = called active by the depositor; nt = no result given.
SMILES,Cdc25B block,CatB block,CatB mix inh,Hsp90 inh,DUSP1 inh,Ec RNAP inh,AP ELISA ortho,D1 mod,tolC growth inh
COc1cc(N=c2ssnc2Cl)cc(OC)c1OC,6.9,1.4,-2.0,-5.0,5.5,14.9,11.6,-1.15,-23.9
N#Cc1nc(-c2ccco2)oc1N1CCN(c2ccccc2)CC1,1.0,-5.6,3.3,0.5,-8.3,-1.7,8.0,-0.379,32.3
CC(C)(C)C1CCc2onc(C(=O)Nc3cccnc3)c2C1 (stereo not drawn),-1.6,2.7,5.9,-6.5,30.9,8.7,4.5,10.5*,18.6
COC(=O)CCC(=O)Nc1sc2c(c1C#N)CCCC2,-9.8,3.5,1.9,-4.7,-4.5,-8.0,-22.4,0.334,8.6
COC(=O)C1=C(C)OC(N)=C(C#N)C1c1ccccc1F (stereo not drawn),-4.6,1.9,1.0,-5.1,1.1,3.5,-2.9,-0.515,-3.2
Cn1c(=O)oc2cc(S(=O)(=O)N3CCN(Cc4ccc5c(c4)OCO5)CC3)ccc21,-1.1,-4.0,6.2,-4.3,7.7,2.9,11.3,nt,-9.3
COc1ccc(-c2nc(SC)n(C)c(=O)c2C#N)cc1OC,-0.4,7.3,3.8,nt,10.9,6.5,-1.0,nt,16.8
Cc1ccc(C(=O)CS(C)(=O)=O)cc1,0.8,12.9,2.5,-2.0,9.1,5.9,-5.9,0.0219,-23.6
CSC1=NCCN1C(=O)c1cccc(Br)c1,3.5,0.2,-1.2,1.8,5.2,1.8,9.0,-1.02,-14.0
COc1ccccc1OCCn1cc(C(=O)c2ccco2)c2ccccc21,-7.8,1.0,1.8,-5.8,3.9,7.7,-1.6,0.0685,50.0
Cn1c(=O)c2c(-c3ccccc3)n(CCCN3CCOCC3)cc2n(C)c1=O,-19.3,4.8,1.3,-4.7,-2.7,-19.5,-10.3,0.783,-6.3
O=C1Cn2c(nc3ccccc32)N1c1ccccc1F,-2.6,4.2,1.2,-1.7,8.6,-0.9,19.6,0.17,10.5
Cc1cc2nc(NC3=NCN(Cc4cccnc4)CN3)nc(C)c2cc1C,-1.0,-3.8,6.2,-0.1,-6.3,4.9,15.6,-0.22,-2.9
O=C(COc1ccc(Cl)cc1Cl)Nc1ccccn1,1.3,1.9,3.1,-1.7,3.8,9.4,-0.1,-4.48*,15.8
O=C1CCCC(O)=C1C=Nc1ccc(O)cc1,0.5,4.0,3.5,2.2,10.1,-9.1,-15.8,-1.15,0.6
O=C1c2ccccc2NC2CCCCCN12 (stereo not drawn),-3.6,1.8,4.0,-0.4,-26.9,-2.4,6.7,-0.0284,-6.2
O=C(O)C1C2C=CC(O2)C1C(=O)Nc1ccc(S(=O)(=O)Nc2ccccc2)cc1 (stereo not drawn),-4.7,-12.5,-5.0,1.2,7.3,7.2,21.0,-0.0126,9.5
COc1cc2c(cc1OC)CN(C(=O)C1(c3ccccc3)CC1)CC2,-9.0,0.2,1.1,-5.7,22.1,0.7,4.0,0.975,-5.2
CCN(CC)CCN1C(=O)C(O)=C(C(=O)c2ccco2)C1c1ccccn1 (stereo not drawn),1.2,1.1,1.3,-7.6,-4.8,8.2,5.3,0.531,15.5
CCCOc1ccc(N2C(=O)CC(NCCNc3ccc(S(=O)(=O)CC)cc3)C2=O)cc1 (stereo not drawn),-17.2,-4.3,4.2,-0.8,0.4,3.9,7.4,-0.0826,0.2
COc1ccccc1NC(=O)c1cccc(S(=O)(=O)N2CCOCC2)c1,-7.9,6.2,4.1,-1.4,-2.3,6.4,7.3,0.769,-9.9
COc1ccc(CNC(=O)CN(c2cccc(OC)c2)S(C)(=O)=O)cc1,-6.1,2.1,-3.6,1.5,-2.4,1.4,-7.0,0.405,-13.6
CC(=O)Nc1ccc(S(=O)(=O)Nc2cccc(-c3nc4cc(C)ccc4o3)c2)cc1,-4.6,3.0,4.5,2.9,20.2,4.8,-0.1,0.674,9.4
O=C(NCc1cccs1)C1CC(=O)N(c2ccccc2)C1 (stereo not drawn),-2.8,1.9,3.5,-3.7,2.6,-0.8,10.1,-0.751,-20.4
O=C(CN1CCCCC1)Nc1ccc(F)c(Cl)c1,-16.3,3.5,0.6,nt,11.7,2.3,19.8,-0.0147,-7.1
COc1ccc(-c2nc(C#N)c(NCCN(C)C)o2)cc1,-12.1,4.2,2.2,-0.3,-4.7,7.4,6.5,-0.0534,-25.2
CCOC(=O)c1cc2sccc2n1CCCN1C(=O)c2ccccc2C1=O,4.9,3.6,-3.0,1.0,2.9,-1.6,-1.4,0.519,56.2
CCOC(=O)c1[nH]c2ccc(OC)cc2c1NC(=O)C(C)N1CCC2(CC1)OCCO2 (stereo not drawn),-0.1,-2.0,-0.5,-6.5,31.4,2.4,19.5,1.09,-1.3
Cc1coc(C)c1C(=O)CC1(O)C(=O)N(Cc2ccccc2)c2ccccc21 (stereo not drawn),-12.4,1.2,0.7,-4.5,27.6,nt,-10.9,1.31,12.5
O=C(O)c1ccc(NS(=O)(=O)/C=C/c2ccccc2)cc1,-3.6,0.1,-14.1,-1.9,18.8,0.9,-2.8,nt,-8.8
Cc1nnc(NC(=O)C(C)Oc2ccc3c(C)cc(=O)oc3c2)s1 (stereo not drawn),3.8,4.7,5.6,-21.2,24.5,3.7,-9.5,1.81,2.0
CC(C)CCn1nnnc1C(c1ccccc1)N1CCC(C(N)=O)CC1 (stereo not drawn),1.2,2.2,-4.7,-2.0,-0.9,0.1,1.0,0.126,-1.4
O=C(c1ccc(Cn2cc(Cl)cn2)cc1)N1CCN(c2ccccc2)CC1,-14.3,3.2,3.3,1.7,2.4,-0.5,14.7,0.54,21.2
O=C(NCc1ccco1)Nc1ccc2nsnc2c1,-1.5,3.2,2.1,-4.5,-0.1,-7.1,-1.9,0.58,-2.6
Fc1cccc(NCc2ccoc2)c1,-3.7,nt,nt,2.7,1.1,nt,9.9,0.0309,-1.2
CCCC(=O)Nc1ccc(NC(=O)Cc2ccccc2)cn1,-5.5,3.1,-1.8,-1.3,1.2,8.9,-4.4,-0.56,-10.9
Nc1ccc(-c2cc(N)n(-c3ccccc3)n2)cc1,-3.7,0.4,-0.3,-1.4,18.3,nt,9.6,0.37,-17.8
CCCS(=O)(=O)N1CCC(C(=O)N2CCCC2)CC1,7.2,-1.3,-1.2,-4.4,-5.3,-4.5,-1.2,-0.00715,-17.0
Cn1c(CN2CCCCC2)nc2cc(NC(=O)c3ccccc3)ccc21,-7.9,2.6,1.8,-4.3,3.2,11.8,-0.2,nt,-5.4
CN1CCc2c(c3ccccc3n2Cc2ccccc2)C1,-1.3,8.9,2.5,-4.0,-8.9,2.5,-6.3,nt,6.5
COCCNc1oc(COc2cccc(C)c2)nc1C#N,-9.2,4.6,8.9,-10.1,5.7,11.9,7.7,0.0631,-1.8
CC1=CCC(Cc2nc3ccccc3o2)C1(C)C (stereo not drawn),-1.1,2.1,4.0,0.4,4.3,6.7,3.2,-0.397,-11.4
COC(=O)c1cc2sccc2n1Cc1ccc(C)cc1,4.0,6.0,3.7,1.9,-13.6,5.0,12.0,-0.256,45.5
CC1(C)CC(=O)C(C=NCCN2CCOCC2)=C(O)C1,-8.6,nt,-0.9,-2.2,14.4,nt,3.3,-0.00682,-7.5
CC(C)OC(=O)CSc1nnc(-c2ccc(Cl)cc2Cl)n1N,-1.9,0.1,-4.2,-1.7,-19.0,1.4,11.3,-0.669,-15.8
Cc1cccc(NC(=O)C2CCN(c3nccc(C)n3)CC2)c1,-1.9,1.6,-0.5,2.4,-5.0,-2.3,-16.2,0.0101,13.5
Cc1ccc(-n2nc(C)c(C3C(C#N)=C(N)OC4=C3C(=O)CC(C)(C)C4)c2Cl)cc1 (stereo not drawn),-13.6,-4.1,-6.9,-2.5,9.4,10.4,0.5,1.02,3.3
CCOC(=O)CNC(=O)CSc1nc(N)cc(N)n1,-1.8,4.7,5.0,-12.6,-8.0,3.1,2.5,0.202,-16.7
Cn1c(=O)c2c(nc(N3CCCCC3)n2CCNC2=NCCC2)n(C)c1=O,-11.0,-3.5,-0.7,-1.4,-13.1,5.1,10.3,-0.221,-11.4
O=C1c2ccccc2C(=O)C1c1nccc2ccccc12,-0.8,4.8,1.6,2.4,2.7,5.3,-7.3,-6.82*,18.3

# Taken from above:
# D1 mod result of CC1(C)CC(=O)C(C=NCCN2CCOCC2)=C(O)C1 reads -0.00682
# Hsp90 inh result of CC1=CCC(Cc2nc3ccccc3o2)C1(C)C (stereo not drawn) reads 0.4
# Cdc25B block result of COCCNc1oc(COc2cccc(C)c2)nc1C#N reads -9.2
# AP ELISA ortho result of Cc1ccc(-n2nc(C)c(C3C(C#N)=C(N)OC4=C3C(=O)CC(C)(C)C4)c2Cl)cc1 (stereo not drawn) reads 0.5

# The list goes on.
SMILES,Cdc25B block,CatB block,CatB mix inh,Hsp90 inh,DUSP1 inh,Ec RNAP inh,AP ELISA ortho,D1 mod,tolC growth inh
Cc1[nH]c2ccccc2c1C(=O)CN1CCCC1,-11.8,2.1,-1.5,-3.8,2.4,4.7,-0.3,-0.907,-5.4
c1ccc(-c2ccc(CN3CCN(c4ncccn4)CC3)cc2)cc1,-11.3,0.2,1.1,-4.5,-2.2,5.1,-2.6,1.39,34.1
O=C(Nc1ccc(F)cc1F)c1cc2ncc(Br)cn2n1,0.7,-1.3,-2.6,-10.7,1.7,3.2,5.4,0.00468,2.3
O=C1c2ccccc2C(=O)N1CC1c2ccccc2CCN1C(=O)N1CCOCC1 (stereo not drawn),-21.0,-2.5,nt,-0.6,-2.9,11.0,nt,nt,-0.7
O=C(NCCN1C(=O)C2C3C=CC(C3)C2C1=O)Nc1ccccc1 (stereo not drawn),-5.5,7.1,2.5,-1.7,2.0,9.2,9.8,-0.00781,-12.1
COCc1cc(C)nc2sc(C(=O)Nc3nccs3)c(N)c12,-14.0,-5.9,4.9,-4.0,34.3,8.5,23.3,0.595,4.0
COc1ccccc1N1CCN(C(=O)c2sc3nc(-c4ccccc4)cn3c2C)CC1,-20.4,nt,nt,-2.0,30.4,nt,nt,-1.09,33.2
O=C(CCc1ccccc1)Nc1nc2nc(-c3ccccc3)cc(=O)n2[nH]1,0.8,0.5,3.0,3.0,-9.7,11.1,2.9,0.271,-15.4
CC(C)C1N=C2c3ccccc3N=C(SCC#N)N2C1=O (stereo not drawn),-6.5,5.4,-1.3,-3.6,6.0,-0.9,14.5,5.05*,-2.3
O=C1c2ccccc2NC(c2ccc(Cl)cc2Cl)N1O (stereo not drawn),3.5,5.9,4.7,0.9,-28.0,6.3,1.9,0.837,13.4

# Single records (already shown). Order of screens: Cdc25B block | CatB block | CatB mix inh | Hsp90 inh | DUSP1 inh | Ec RNAP inh | AP ELISA ortho | D1 mod | tolC growth inh
# `O=C(Nc1ccc(F)cc1F)c1cc2ncc(Br)cn2n1` in the list: 0.7 | -1.3 | -2.6 | -10.7 | 1.7 | 3.2 | 5.4 | 0.00468 | 2.3
# `Cc1[nH]c2ccccc2c1C(=O)CN1CCCC1` in the list: -11.8 | 2.1 | -1.5 | -3.8 | 2.4 | 4.7 | -0.3 | -0.907 | -5.4

# Remaining list, next part
SMILES,Cdc25B block,CatB block,CatB mix inh,Hsp90 inh,DUSP1 inh,Ec RNAP inh,AP ELISA ortho,D1 mod,tolC growth inh
COCCCn1c(-c2ccccc2)nc2ccccc2c1=O,0.9,8.6,2.3,1.8,-7.6,2.4,14.0,0.89,-22.4
CCOC(=O)Cc1nnc(NC(=O)CSc2nncn2C)s1,-10.7,1.7,-1.1,-6.2,4.3,5.3,8.9,-0.0351,-13.8
Cc1ccc(-n2c(-c3ccncc3)nnc2-c2cccs2)cc1,0.6,-2.9,4.5,-1.4,13.3,3.7,8.6,7.02*,13.3
C=C(C)CSc1nc(C)c(Cc2ccccc2)c(=O)[nH]1,-3.5,-2.2,4.7,-1.6,-1.2,6.5,25.7,0.0308,19.2

# Compound activity as filed in PubChem BioAssay.
